KLF5 inhibitor: inhibitors of KLF5 expression; 290,000 compounds, 0.23% hits; inhibition, % at 5 µM; AID 1700; DLD-1 KLF5 promoter-luciferase reporter, luminescence;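 active = inhibition above a per-plate limit of that plate's mean compound inhibition plus 3 SD, cut at about 60% in these data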;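 also: 0% = DMSO wells and 100% = LY294002 at 200 µM; higher means less KLF5 promoter-driven luciferase light; inactives centre near -14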
SKKanGAS inh: blocks kanamycin growth of S. pyogenes SKKanGAS strain | BacTiter-Glo, 6 h | inhibition, % at 7.5 µM | 300,000 compounds, 1.3% hits;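 active = mean replicate score, as percent of positive control median, at least 50; inconclusive = mean below 50 but one replicate at or above 50; inactive = mean and every replicate below 50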;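 also: strain carries kanamycin resistance gene driven by streptokinase promoter and grows in 40 µg/ml kanamycin; loss of luminescence reflects streptokinase promoter inhibition or plain growth inhibition; 0% = median of DMSO wells and 100% = positive control at its reference dose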
aSyn UTR inh: MLPCN primary screen, SNCA 5' untranslated region; 300,000 compounds, 0.82% hits; inhibition, % (tested at 7.5 µM); AID 1813; alpha-synuclein 5'UTR reporter, inhibitor activity; in the data active = inhibition above about 60%; inconclusive = no clear call, values can overlap the other calls;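 also: H4 neuroglioblastoma cells stably carrying SNCA 5'UTR luciferase fusion; 0% = DMSO wells and 100% = positive control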
HSF1 activator: increases HSF-1 driven luciferase reporter signal; NIH3T3-HGL HSF-1 luciferase reporter, MG132, 8 h; 100% = twice DMSO control signal; activation, % at 9 µM; 300,000 compounds, 1.7% hits; AID 504408;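 active = mean replicate activation of at least 50% with a set share of replicates each reaching 50%; inconclusive = only one of those two conditions met; inactive = mean below 50% and too few replicates reaching it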;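 also: 0% = median of the neutral control wells and 100% = twice that signal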
HSF1 inh: HSF1 inhibition; NIH3T3-HGL HSE-luciferase, MG132-induced, luminescence 8 h; hits give low values; activity change, negative = inhibition, % at 7.5 µM (by protocol); 300,000 compounds, 0.77% hits; AID 2098;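 active = more than half of replicate wells show activity change below -50%, luminescence cut by over half; inconclusive = some wells, but at most half, below -50%; inactive = no replicate well below -50%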;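 also: luciferase reports HSF-1 transcriptional activity via heat shock element; 0% = median of DMSO wells and -100% = zero luminescence signal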
HSP90 inh: inhibitors of HSP90 luciferase refolding in rabbit reticulocyte lysate | inhibition, % at 5.6 µM | luciferase refolding luminescence, 3 h | AID 1789 | 290,000 compounds, 0.91% hits;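 active = inhibition above the screen-wide mean plus 3 SD, computed separately per campaign, cut at about 16% in these data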;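 also: 0% = DMSO wells and 100% = 60 µM geldanamycin wells; inhibitors lower the luminescence because luciferase stays unfolded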
AI-2 QS modul: modulators of Vibrio harveyi AI-2 quorum sensing system | Vibrio harveyi JMH597 AI-2 luminescence/OD600 ratio, 9 h; hits give low values; strain lacks LuxN and CqsS sensors; 0 = neutral-control median | activity change, % at 7.5 µM | 300,000 compounds, 0.4% hits; in the data active = activity change below about -75%, passing the limit was not always enough; inconclusive = no clear call, values can overlap the other calls;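 also: luminescence divided by OD600 gain over 9 h not by final OD600 alone; inactives centre near 13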
Platelet DG rel: platelet dense granule release activity; inhibition, %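 (compounds screened at 7.5 µM in platelet-rich plasma)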; 300,000 compounds, 0.22% hits; human platelet-rich plasma, SFLLRN dense granule ATP release, luminescence;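 active = mean replicate score, as percent of positive control, at or above 50; inconclusive = mean below 50 but at least one replicate at or above 50; inactive = mean and every replicate below 50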
IEC-6 tox: counter-screen for KLF5 inhibitors: cytotoxicity in IEC-6 cells; IEC-6 cytotoxicity, luminescence viability; inhibition, % at 5 µM; 290,000 compounds, 0.78% hits; AID 1825; in the data active = inhibition above about 22%;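 also: 0% = plate median of test compound wells and 100% = cytotoxic reference compound wells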
HIF activator: HIF pathway transcriptional activation | U2OS HRE-luciferase reporter, luminescence; normalized: DMSO 0%, desferrioxamine 100% | activation, % at 7.5 µM (by protocol) | 300,000 compounds, 0.32% hits;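 active = mean activation of at least 10% of the iron chelator positive control signal, with at least half of replicates also reaching 10%; inconclusive = mean and replicate majority disagree about reaching 10%; inactive = mean and most replicates under 10%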
Active calls of the source: *; ? = inconclusive; . = no result given.

SMILES	KLF5 inhibitor	SKKanGAS inh	aSyn UTR inh	HSF1 activator	HSF1 inh	HSP90 inh	AI-2 QS modul	Platelet DG rel	IEC-6 tox	HIF activator
Cc1ccc(CN(C(=O)c2cc(=O)c3cc(C)cc(C)c3o2)C2CCS(=O)(=O)C2)cc1 (stereo unspecified)	-25	0	29	34	6	2	26	-2	3	-0.9
Cc1cccc(/C=N/n2c(-c3ccco3)n[nH]c2=S)c1	2	3	22	13	1	-1	33	2	-1	-0.2
COc1ccc(CCN(CC(=O)NC2CCCC2)C(=O)CCC(=O)Nc2cc(C)on2)cc1OC	-14	1	11	0	-1	1	-8	7	4	2.2
Cc1nc([N+](=O)[O-])cn1CC(O)c1ccc(Cl)cc1 (stereo unspecified)	-14	5	24	8	-5	-1	11	11	-3	-0.1
COc1ccccc1C(=O)Nc1ccc(S(=O)(=O)N2CCN(C)CC2)cc1	.	-3	-14	-12	-1	.	-17	-3	.	0.0
O=C(NN1C(=O)c2ccc(-c3ccc4c(c3)C(=O)N(NC(=O)c3cccnc3)C4=O)cc2C1=O)c1cccnc1	-18	15	6	-5	0	2	12	3	3	0.1
O=C(OCc1ccc(Cl)cc1)c1cccnc1Cl	3	10	-11	23	12	-7	13	-4	-3	-0.3
Cc1ccc(NC(=O)c2ccc(S(=O)(=O)N3CCOCC3)cc2)cc1	-8	4	-20	10	6	-3	10	2	-1	2.0
Cc1cc(OC(C)C(=O)N2CCN(c3ccc(F)cc3)CC2)c2c(C)cc(=O)oc2c1 (stereo unspecified)	-1	0	16	0	-6	3	11	3	-5	0.3
C#CCOc1ccc(Cl)cc1/C=N/O	-8	-2	-8	12	5	2	29	2	11	-0.3
Cc1cc(N2C(=O)C(O)=C(C(=O)c3cc4ccccc4o3)C2c2cccc(Br)c2)no1 (stereo unspecified)	-1	2	-11	-15	-6	-4	17	-10	-5	1.6
N#C/C(=C\c1cccnc1)c1ccccc1[N+](=O)[O-]	-5	1	-1	-1	-6	-2	9	-10	0	0.1
Cc1cccc(-n2c(C)c(C)c3c(N)ncnc32)c1	-42	-2	23	13	2	3	5	0	8	0.4
CCC(C)NCCOc1ccc(Br)cc1 (stereo unspecified)	-4	-3	-4	16	2	2	3	4	3	0.3
CS(=O)(=O)Nc1ccc2c(c1)C(=O)OC2	-28	-1	16	19	1	3	13	-3	6	-0.2

Sorted by heavy-atom count (descending): ten of the compounds above
SMILES	KLF5 inhibitor	SKKanGAS inh	aSyn UTR inh	HSF1 activator	HSF1 inh	HSP90 inh	AI-2 QS modul	Platelet DG rel	IEC-6 tox	HIF activator
O=C(NN1C(=O)c2ccc(-c3ccc4c(c3)C(=O)N(NC(=O)c3cccnc3)C4=O)cc2C1=O)c1cccnc1	-18	15	6	-5	0	2	12	3	3	0.1
COc1ccc(CCN(CC(=O)NC2CCCC2)C(=O)CCC(=O)Nc2cc(C)on2)cc1OC	-14	1	11	0	-1	1	-8	7	4	2.2
Cc1cc(OC(C)C(=O)N2CCN(c3ccc(F)cc3)CC2)c2c(C)cc(=O)oc2c1 (stereo unspecified)	-1	0	16	0	-6	3	11	3	-5	0.3
COc1ccccc1C(=O)Nc1ccc(S(=O)(=O)N2CCN(C)CC2)cc1	.	-3	-14	-12	-1	.	-17	-3	.	0.0
Cc1ccc(NC(=O)c2ccc(S(=O)(=O)N3CCOCC3)cc2)cc1	-8	4	-20	10	6	-3	10	2	-1	2.0
Cc1cccc(/C=N/n2c(-c3ccco3)n[nH]c2=S)c1	2	3	22	13	1	-1	33	2	-1	-0.2
Cc1nc([N+](=O)[O-])cn1CC(O)c1ccc(Cl)cc1 (stereo unspecified)	-14	5	24	8	-5	-1	11	11	-3	-0.1
O=C(OCc1ccc(Cl)cc1)c1cccnc1Cl	3	10	-11	23	12	-7	13	-4	-3	-0.3
CS(=O)(=O)Nc1ccc2c(c1)C(=O)OC2	-28	-1	16	19	1	3	13	-3	6	-0.2
C#CCOc1ccc(Cl)cc1/C=N/O	-8	-2	-8	12	5	2	29	2	11	-0.3

(continued)
SMILES	KLF5 inhibitor	SKKanGAS inh	aSyn UTR inh	HSF1 activator	HSF1 inh	HSP90 inh	AI-2 QS modul	Platelet DG rel	IEC-6 tox	HIF activator
N/C(=N\OC(=O)Cc1ccc(-c2ccccc2)cc1)c1ccccn1	-45	6	-66	-43	-35	2	28	-2	-2	-0.1
CC1CCN(CCCNC(=O)CCNC(=O)Cn2cnc3ccccc3c2=O)CC1	-14	-1	6	10	0	0	3	-1	-3	0.1
Cc1ccc(NC(=O)c2cccc(NC(=O)CCC(=O)O)c2)cc1C	-34	-7	12	.	.	1	23	1	0	-0.2
CCCC1=C([O-])C2N=CC=CC2=[N+](c2ccccn2)C1=O (stereo unspecified)	0	-3	5	-11	0	-2	18	-17	0	-0.1
Cc1oc(C(N)=O)nc1-c1ccccc1	-8	-1	-21	-3	8	2	7	1	-3	-0.1
CC(C)(C)N(Cc1ccccc1)C(=O)c1cccs1	-9	-1	12	7	-3	5	6	-2	4	0.1
Cc1ccccc1CCN1CCCC(CN(C)C(=O)C(=O)c2ccco2)C1 (stereo unspecified)	-29	11	-8	3	5	3	0	14	-2	1.1
CC(=O)N1CCc2cc(Br)cc(S(=O)(=O)NCCN3CCCCC3C)c21 (stereo unspecified)	-2	2	13	-3	-6	3	3	2	4	0.1
COc1c2ccoc2nc2c(OC)cccc12	-41	-11	-23	4	0	4	15	-9	-2	0.9
Clc1ccc(C2=Nc3cc(Cl)ccc3OC2)cc1	6	1	-206	22	12	3	16	3	4	4.1
CCOC(=O)c1nnsc1Nc1ccc(C)c(C)c1	2	.	-20	?	31	-3	30	2	0	1.9
CCCC(c1nnnn1Cc1cccs1)N1CCN(c2ccc(OC)cc2)CC1 (stereo unspecified)	-7	-1	-1	-5	-5	1	16	-3	1	-0.6
COc1ccc(N=Cc2[nH]c3ccccc3c2O)cc1	-23	4	-50	3	-2	-1	19	11	0	0.5
COc1ccc(-n2cnnc2SCc2csc(-c3ccccc3)n2)cc1	-34	-1	4	-5	-8	4	14	0	3	0.0
O=C(COC(=O)c1cc(-c2cccs2)nn1-c1ccccc1)Nc1ccc(Cl)c([N+](=O)[O-])c1	-5	2	10	7	-3	4	8	-5	0	-0.7
c1ccc(OCCCn2nnc(-c3cccnc3)n2)cc1	0	-8	-8	16	6	2	12	-4	2	-41
O=C(CCCOc1ccccc1)Nc1nc2ccccc2[nH]1	-34	7	-115	49	19	4	17	-7	4	3.5
CC(CCc1ccccc1)NC(=O)COC(=O)c1cccc(N(C)C)c1 (stereo unspecified)	-25	3	-3	1	-5	-4	13	14	4	-5.4
Cc1ccc(-c2cc(C(F)F)n3ncc(C(=O)NN4CCCCC4)c3n2)cc1	8	12	17	1	-3	-2	4	-4	0	0.0
CCc1ccc(S(=O)(=O)/N=C2\C=CC(=O)c3ccccc32)cc1	-3	.	-22	-47	-41	1	13	-6	7	0.0
COc1ccc(OCCn2nnc(-c3ccc(Cl)cc3)n2)cc1	2	0	-23	11	-4	2	12	-1	-4	0.0
Cc1cccc2c1NC(=O)C21OCC(CO)([N+](=O)[O-])CO1 (stereo unspecified)	-17	0	10	-6	-7	-3	30	10	2	1.0
O=C(CCc1ccc(O)c(O)c1)NNC(=S)NCCc1ccccc1	-9	2	-1	12	3	-3	-4	-7	0	-0.1
O=C(N/N=C/c1cccnc1)c1ccc(O)cc1	-47	-7	-10	15	0	0	9	4	-3	0.1
CC(C)Cc1nc2oc3c(NCC(C)O)ncnc3c2c2c1CCCC2 (stereo unspecified)	-8	10	52	-1	-4	-2	23	-4	0	1.3
Cc1cccc(-n2nc3c(c2NC(=O)c2ccco2)CSC3)c1C	2	14	11	12	2	4	17	13	-4	-0.5
CN(C)CCCOC(=O)COc1ccc(C(C)(C)C)cc1	-28	0	-2	-8	-5	0	-1	0	3	1.1
CCN(CC)C(=O)Cn1nc(-c2ccccc2O)nc1SCC(=O)Nc1ccc(OC)cc1	7	0	24	7	0	2	0	4	0	0.1
Cc1ccc(Cn2nc(C)cc2C(=O)Nc2ccc(Cl)cc2)cc1	-37	21	-15	10	13	-1	13	14	-1	1.2
COc1cc(OC)cc(-c2nnc(NC(=O)CCS(=O)(=O)c3ccccc3)o2)c1	.	14	-7	-3	2	.	-2	-10	.	-0.1
CC(C)(CNC(=S)NCCc1ccccc1)CNC(=S)NCCc1ccccc1	-26	-9	2	29	15	6	19	-3	-3	-0.5
Cc1ccc(OCC(=O)NNC(=S)NC(=O)C(C)(C)C)c(Br)c1	-12	90*	-1	-2	-5	0	53	13	-4	-0.3
COc1ccccc1CCNC(=O)c1ccc(Br)s1	-105	1	-31	3	12	1	14	1	0	1.4
COc1cccc(NC(=O)c2ccc(N3C(=O)C4CC=CCC4C3=O)cc2)c1 (stereo unspecified)	.	13	14	7	0	.	2	1	.	0.0
COC(=O)CCC(=O)Nc1ccc(S(=O)(=O)N2CCCCCC2)cc1	-21	0	11	3	2	-3	34	-1	-3	-0.3
CCOC(=O)C1CCN(CCC(=O)Nc2ccc(C)cc2)CC1	-16	3	1	-13	-1	-3	8	12	-4	-0.1
O=C(CNC(=O)c1cccs1)OCc1ccc(Cl)cc1	3	-10	14	13	14	1	-79*	8	-6	0.4
CCN(CC)c1ccc2cc(C#N)c(=O)oc2c1	-32	-5	9	-10	-10	4	3	-9	0	0.2
COc1ccccc1CC(=O)Nc1ccc(-c2noc(COc3ccc(Br)cc3)n2)cc1	-17	7	29	3	-2	7	8	7	1	-4.4
Cc1nc(SCc2c(F)cccc2Cl)c2c(=O)n(C)c(=O)n(C)c2n1	-3	4	8	-9	-5	0	12	-1	2	-0.6
CCc1nc(SCC(=O)NC2CCCC2)c2oc3ccccc3c2n1	-13	16	12	10	-3	-2	-7	17	-6	0.7
O=C(CCn1c(=O)c2ccccc2n(Cc2cccnc2)c1=O)NCc1ccc2c(c1)OCO2	6	-4	0	-8	-1	-2	18	10	8	0.5

High-throughput results: PubChem BioAssay, several laboratories
